From PubChem
Rv3671c inh – Rv3671c serine protease inhibitors, primary screen, biochemical, fluorescence polarization, M. tuberculosis H37Rv. 320,000 tested, 0.048% active. AID 2606, 2010. P9WHR9. inhibition, % at 5.96 µM; in the data active means inhibition above about 38%;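 further: extracellular domain of Rv3671c used as enzyme; 0% = enzyme with DMSO and 100% = no enzyme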
Target sequence (P9WHR9 whole entry, looked up, the tested form may be a part): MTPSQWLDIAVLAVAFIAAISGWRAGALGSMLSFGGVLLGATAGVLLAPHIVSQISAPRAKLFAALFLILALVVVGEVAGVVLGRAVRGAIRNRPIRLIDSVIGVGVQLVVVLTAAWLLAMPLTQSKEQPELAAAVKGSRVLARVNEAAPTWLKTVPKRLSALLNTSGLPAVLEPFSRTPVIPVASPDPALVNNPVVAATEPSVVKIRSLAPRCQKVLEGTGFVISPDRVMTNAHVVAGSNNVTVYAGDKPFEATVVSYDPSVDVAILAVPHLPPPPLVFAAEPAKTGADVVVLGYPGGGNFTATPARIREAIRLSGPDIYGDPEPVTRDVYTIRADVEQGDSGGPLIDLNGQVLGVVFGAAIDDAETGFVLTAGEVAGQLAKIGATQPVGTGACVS
VHR inh abs – VHR1 phosphatase inhibitors, primary screen, biochemical, absorbance, uHTS; Dual specificity protein phosphatase 3 (Homo sapiens), P51452; inhibition, % at 13.3 µM; 290,000 tested, 0.52% active; recombinant VHR phosphatase, pNPP absorbance; AID 1654, 2009; in the data active means inhibition above about 50%; further: some compounds called inactive have numbers as strong as hits
Target sequence (P51452 whole entry, looked up): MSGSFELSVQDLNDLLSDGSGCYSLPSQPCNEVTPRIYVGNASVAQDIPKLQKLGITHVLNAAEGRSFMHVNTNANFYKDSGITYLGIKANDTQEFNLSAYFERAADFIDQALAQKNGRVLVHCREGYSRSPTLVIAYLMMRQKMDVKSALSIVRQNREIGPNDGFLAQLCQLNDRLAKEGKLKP
TcdB inh – TcdB glycohydrolase inhibitors, primary screen, biochemical, single point, plate reader. TcdB glycohydrolase enzymatic assay. 350,000 tested, 0.24% active. Toxin B (Clostridioides difficile), P18177. inhibition, % at 9.99 µM; in the data active means inhibition above about 10%
BH1578 lux ind – inducers of Vibrio cholerae quorum light production without autoinducers, primary screen, BH1578 luxS cqsA deficient, single point | 350,000 tested, 0.16% active | AID 588436, 2011 | activation, % at 18.7 µM | V. cholerae BH1578 lux reporter, luminescence, 6 h; in the data active means activation mostly above about 9.7%, no sharp cut-off; further: not every result past the cut was called active; inactives centre near 0; reference of the scale not given here
PriA SSB inh – inhibitors of Klebsiella pneumoniae PriA binding to SSB C-terminal tail, primary screen, biochemical, AlphaScreen; AlphaScreen SSBct-PriA binding, biotinylated peptide; inhibition, % at 33 µM; 430,000 tested, 0.6% active; AID 1272365, 2023; in the data active means inhibition mostly above about 37%, no sharp cut-off; inactive means mostly below about 20%;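 further: plate controls were negative control peptide for no effect and reference peptide for full effect; strong numbers were not always called active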
MazEF act – activators of E. coli MazEF toxin-antitoxin RNase, primary screen, biochemical, fluorescence, uHTS | 350,000 tested, 0.32% active | FAM/BHQ RNA-DNA oligo cleavage fluorescence, 5 h | Endoribonuclease toxin MazF (Escherichia coli (strain K12)), P0AE70 | activation, % at 20 µM | AID 504720, 2011; in the data active means activation above about 50%
Target sequence (P0AE70 whole entry, looked up): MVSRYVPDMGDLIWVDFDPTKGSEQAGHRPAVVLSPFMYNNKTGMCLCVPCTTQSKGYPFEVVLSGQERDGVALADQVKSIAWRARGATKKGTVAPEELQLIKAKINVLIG
PrPC surface inh – inhibitors of human cell surface prion protein PrPC, primary screen, cell-based, TR-FRET; TR-FRET read-out; AID 720596, 2013; inhibition, % at 13.8 µM; 370,000 tested, 0.43% active; in the data active means inhibition above about 24%; further: 0% = median of the test wells and 100% = reference compound wells
3CLpro inhibitor – SARS-CoV 3CLpro protease inhibitors, primary screen, biochemical, quenched FRET. Replicase polyprotein 1ab (Severe acute respiratory syndrome coronavirus), P0C6X7. recombinant SARS-CoV 3CLpro, quenched FRET peptide cleavage. inhibition, % at 6 µM. 290,000 tested, 0.14% active. AID 1706, 2009; in the data active means inhibition above about 12%
CCHF vOTU inh – CCHFV vOTU protease inhibitors, primary screen, biochemical, Pep-AMC substrate, fluorescence. Crimean-Congo hemorrhagic fever virus L polyprotein viral ovarian tumor (vOTU) protease …. 370,000 tested, 0.55% active. inhibition, % at 11.5 µM; in the data active means inhibition above about 30%; further: 0% = vehicle wells with enzyme and 100% = no enzyme wells
Y pestis TopoI – Yersinia pestis topoisomerase I inhibitors, primary screen, biochemical, cleavage product accumulation, plate reader, single point; Y. pestis Topo-I cleavage product accumulation; activity, % at 10 µM; 360,000 tested, 0.064% active; AID 504884, 2011; in the data active means activity above about 50%, passing the limit was not always enough; further: inactives centre near 2
* = called active by the depositor; & = joins results of further samples. This is a subset; rates above refer to the full screens.

What do the screens show for `COc1ccc2cc(C)c3nnc(SCC(=O)Nc4cc(OC)c(OC)cc4C(=O)O)n3c2c1`?
Rv3671c inh: -14.3; VHR inh abs: 20.4; TcdB inh: 1.2; BH1578 lux ind: -0.3; PriA SSB inh: -2.3; MazEF act: -4.4; PrPC surface inh: -1.5; 3CLpro inhibitor: 4.4; CCHF vOTU inh: -6.1; Y pestis TopoI: 9.7

What do the screens show for `CCC(CC)NC(=O)CO/N=C/c1ccccc1OC(F)F`?
Rv3671c inh: 3.6; VHR inh abs: 1.5; BH1578 lux ind: 3.8; MazEF act: -1.6; PrPC surface inh: 0.2; 3CLpro inhibitor: -0.7; CCHF vOTU inh: 3.4; Y pestis TopoI: 3.2

Results for CC1CCC2(CC1)NC(=O)N(CC(=O)N1c3ccccc3CC1C)C2=O (stereo not given) ?
Rv3671c inh: 5.7; TcdB inh: 1.2; BH1578 lux ind: -5.6; PriA SSB inh: -21.0; MazEF act: 2.7; PrPC surface inh: 0.1; CCHF vOTU inh: 1.7; Y pestis TopoI: -1.7

How did Cc1ccc(NC(=O)c2ccn(C)n2)c(Br)c1 do in these assays?
Rv3671c inh: 5.3; VHR inh abs: 7.3; TcdB inh: 0.5; BH1578 lux ind: inactive; PriA SSB inh: -6.7; MazEF act: -12.2; PrPC surface inh: 1.5; 3CLpro inhibitor: 3.7; CCHF vOTU inh: 0.9; Y pestis TopoI: 5.0

How did O=C(N/N=C/c1ccccc1)C1CCCN1C(=O)c1cc([N+](=O)[O-])cc([N+](=O)[O-])c1 (stereo not given) do in these assays?
VHR inh abs: 5.5; TcdB inh: 1.1; BH1578 lux ind: inactive; MazEF act: -2.7; PrPC surface inh: -36.5; 3CLpro inhibitor: 1.1; CCHF vOTU inh: -6.9; Y pestis TopoI: -4.4

Results for CCOC(=O)C[C@H]1c2ccc(C(F)(F)F)cc2S(=O)(=O)N1c1cccc(OC)c1 ?
Rv3671c inh: 0.9; TcdB inh: 3.7; BH1578 lux ind: -0.8; PriA SSB inh: -15.9; MazEF act: 2.2; PrPC surface inh: 7.6; CCHF vOTU inh: 7.1; Y pestis TopoI: 3.6

Results for CC(C)Sc1n[nH]c(=O)n1-c1cccc(C(F)(F)F)c1 ?
Rv3671c inh: 4.7; VHR inh abs: -0.9; TcdB inh: -0.2; BH1578 lux ind: 0.0; PriA SSB inh: -17.2; MazEF act: 7.4; PrPC surface inh: -3.0; 3CLpro inhibitor: 2.9; CCHF vOTU inh: -5.3; Y pestis TopoI: 4.6

Results for COc1cc(-n2c(C)nc3cc(C(=O)NCC4CCCO4)ccc32)cc(OC)c1OC (stereo not given) ?
Rv3671c inh: -8.2; VHR inh abs: 14.2; TcdB inh: 0.3; BH1578 lux ind: -1.1; PriA SSB inh: -5.0; MazEF act: 11.2; PrPC surface inh: -5.1; 3CLpro inhibitor: -3.1; CCHF vOTU inh: 12.8; Y pestis TopoI: -10.4

How did O=C(Nc1ccn(Cc2c(F)c(F)cc(F)c2F)n1)c1ccc(COc2ccccc2Cl)cc1 do in these assays?
Rv3671c inh: -40.5; VHR inh abs: 27.0; TcdB inh: 1.1; BH1578 lux ind: inactive; PriA SSB inh: -11.3; MazEF act: -1.7; 3CLpro inhibitor: 11.5; Y pestis TopoI: -9.4

How did c1ccc(-c2nn3c(Cn4nnc5ccccc54)nnc3s2)nc1 do in these assays?
Rv3671c inh: -10.6; VHR inh abs: -5.8; BH1578 lux ind: -0.3; PriA SSB inh: 21.4; MazEF act: 15.3; PrPC surface inh: -4.5; 3CLpro inhibitor: -6.1; CCHF vOTU inh: 2.5; Y pestis TopoI: -0.1

How did CCc1nc2scc(-c3ccc(C)cc3)c2c(=O)n1N do in these assays?
Rv3671c inh: 2.7; VHR inh abs: 2.9; TcdB inh: 1.3; BH1578 lux ind: -0.2; PriA SSB inh: -18.0; MazEF act: -3.0; PrPC surface inh: 4.0; 3CLpro inhibitor: -9.5; CCHF vOTU inh: -3.5; Y pestis TopoI: 6.7

What do the screens show for `CCc1ccc2oc(C(=O)Nc3nonc3C)c(C)c2c1`?
Rv3671c inh: 0.4; VHR inh abs: 7.1; TcdB inh: -2.1; BH1578 lux ind: -0.2; PriA SSB inh: -3.3; MazEF act: -1.3; PrPC surface inh: 5.0; 3CLpro inhibitor: -0.8; CCHF vOTU inh: 17.6; Y pestis TopoI: -2.5

Results for COc1ccc(OCCN(C)CC(=O)Nc2c(C)cccc2C)cc1 ?
VHR inh abs: 13.8; TcdB inh: -0.5; BH1578 lux ind: 1.1; PriA SSB inh: -24.9; MazEF act: -0.8; PrPC surface inh: -2.2; 3CLpro inhibitor: -1.3; CCHF vOTU inh: 2.3; Y pestis TopoI: 1.8

Results for CN(C)S(=O)(=O)N1CCN(S(=O)(=O)c2ccc(F)cc2)CC1 ?
Rv3671c inh: 0.6; VHR inh abs: 21.9; BH1578 lux ind: inactive; PriA SSB inh: -3.5; MazEF act: 12.8; PrPC surface inh: -5.6; 3CLpro inhibitor: 4.2; CCHF vOTU inh: -4.2; Y pestis TopoI: -1.9

How did Cc1sc2ncn(CC(=O)Nc3c(F)cccc3F)c(=O)c2c1S(=O)(=O)N1CCC(C)CC1 do in these assays?
Rv3671c inh: -2.7; VHR inh abs: 10.2; TcdB inh: -0.1; BH1578 lux ind: -0.5; PriA SSB inh: -23.9; MazEF act: -9.6; PrPC surface inh: 3.9; 3CLpro inhibitor: 3.2; CCHF vOTU inh: -6.5; Y pestis TopoI: -3.8

How did CCCc1cnc(N2CCN(C(=O)c3c(-c4ccccc4)noc3C)CC2)nc1 do in these assays?
Rv3671c inh: -8.6; VHR inh abs: -2.8; TcdB inh: 1.2; BH1578 lux ind: -0.3; PriA SSB inh: -19.1; MazEF act: 0.6; PrPC surface inh: 2.4; 3CLpro inhibitor: -3.8; CCHF vOTU inh: 7.9; Y pestis TopoI: 8.7

Results for COC(=O)c1ccccc1NC(=O)CSCC(=O)Nc1ccccc1OC ?
Rv3671c inh: -0.6; VHR inh abs: 16.7; BH1578 lux ind: -0.1; PriA SSB inh: -5.6; MazEF act: -3.8; PrPC surface inh: 6.9; 3CLpro inhibitor: -3.9; CCHF vOTU inh: -5.6; Y pestis TopoI: 10.8

How did CCC1CC(CSC(=N)N)OC1=O (stereo not given) do in these assays?
Rv3671c inh: 0.6; VHR inh abs: 0.0; TcdB inh: 0.7; BH1578 lux ind: inactive; PriA SSB inh: 1.8; MazEF act: 2.3; PrPC surface inh: 10.2; 3CLpro inhibitor: -0.1; CCHF vOTU inh: -7.2; Y pestis TopoI: 2.8

How did O=C(N/N=C/c1ccc(O)cc1)c1ccc(COc2cc(Cl)ccc2Cl)o1 do in these assays?
Rv3671c inh: -41.2; VHR inh abs: 9.1; BH1578 lux ind: 0.8; MazEF act: 41.7; PrPC surface inh: 26.9*; 3CLpro inhibitor: 4.6; CCHF vOTU inh: -1.0; Y pestis TopoI: 2.4

What do the screens show for `O=c1[nH]c2ccc(S(=O)(=O)N3CCC(Cc4ccccc4)CC3)cc2o1`?
Rv3671c inh: -4.1; VHR inh abs: 25.6; BH1578 lux ind: inactive; PriA SSB inh: -10.5; MazEF act: -6.8; PrPC surface inh: 7.1; 3CLpro inhibitor: 5.0; CCHF vOTU inh: 4.1; Y pestis TopoI: 21.2

Part of the list above in order of SMILES length, lowest first.
How did CCC1CC(CSC(=N)N)OC1=O (stereo not given) do in these assays?
Rv3671c inh: 0.6; VHR inh abs: 0.0; TcdB inh: 0.7; BH1578 lux ind: inactive; PriA SSB inh: 1.8; MazEF act: 2.3; PrPC surface inh: 10.2; 3CLpro inhibitor: -0.1; CCHF vOTU inh: -7.2; Y pestis TopoI: 2.8

How did CCc1nc2scc(-c3ccc(C)cc3)c2c(=O)n1N do in these assays?
Rv3671c inh: 2.7; VHR inh abs: 2.9; TcdB inh: 1.3; BH1578 lux ind: -0.2; PriA SSB inh: -18.0; MazEF act: -3.0; PrPC surface inh: 4.0; 3CLpro inhibitor: -9.5; CCHF vOTU inh: -3.5; Y pestis TopoI: 6.7

How did CCCc1cnc(N2CCN(C(=O)c3c(-c4ccccc4)noc3C)CC2)nc1 do in these assays?
Rv3671c inh: -8.6; VHR inh abs: -2.8; TcdB inh: 1.2; BH1578 lux ind: -0.3; PriA SSB inh: -19.1; MazEF act: 0.6; PrPC surface inh: 2.4; 3CLpro inhibitor: -3.8; CCHF vOTU inh: 7.9; Y pestis TopoI: 8.7

(listing goes on)
Results for CCOC(=O)Cc1csc(NC(=O)CCN2C(=O)c3cccc([N+](=O)[O-])c3C2=O)n1 ?
Rv3671c inh: -0.5; VHR inh abs: -2.3; TcdB inh: -5.7; BH1578 lux ind: -2.3; PriA SSB inh: -4.0; MazEF act: 6.4; PrPC surface inh: -2.5; 3CLpro inhibitor: -2.1; CCHF vOTU inh: 0.5; Y pestis TopoI: 1.2

How did CN(C)S(=O)(=O)c1ccc(Cl)c(NC(=O)COC(=O)/C=C/c2ccc3ccccc3n2)c1 do in these assays?
Rv3671c inh: 6.5; TcdB inh: -2.6; BH1578 lux ind: -2.5; PriA SSB inh: -10.8; MazEF act: 2.9; PrPC surface inh: 1.4; CCHF vOTU inh: -2.7; Y pestis TopoI: -3.5

Results for CSc1nnc2ccc(-c3cccs3)nn12 ?
Rv3671c inh: 7.4; VHR inh abs: 7.8; TcdB inh: 0.5; BH1578 lux ind: inactive; PriA SSB inh: 4.6&2.0; MazEF act: 7.2; PrPC surface inh: -17.7; 3CLpro inhibitor: 1.5; CCHF vOTU inh: -6.5; Y pestis TopoI: 3.8

Results for CCN(CC)CCNc1nc(-c2ccccc2)c2c(c1C#N)CC(C)(C)OC2 ?
Rv3671c inh: -6.7; VHR inh abs: 38.8; BH1578 lux ind: inactive; PriA SSB inh: -1.9; MazEF act: 9.7; PrPC surface inh: -9.6; 3CLpro inhibitor: -2.4; CCHF vOTU inh: 6.3; Y pestis TopoI: 1.3

How did Cc1ccc(NC(=O)C2CCCN(S(=O)(=O)c3ccc4[nH]c(=O)ccc4c3)C2)c(C)c1 (stereo not given) do in these assays?
Rv3671c inh: -13.4; VHR inh abs: 5.5; TcdB inh: 0.4; BH1578 lux ind: -0.2; PriA SSB inh: 0.5; MazEF act: 18.7; PrPC surface inh: 10.0; 3CLpro inhibitor: 7.5; CCHF vOTU inh: 13.2; Y pestis TopoI: 0.8

What do the screens show for `CN1C(=O)/C(=C2\SC(=S)N(C(CCC(=O)O)C(=O)O)C2=O)c2ccccc21` (stereo not given)?
Rv3671c inh: 7.9; VHR inh abs: -18.1; BH1578 lux ind: -0.6; PriA SSB inh: -16.7; MazEF act: 0.3; PrPC surface inh: -1.3; 3CLpro inhibitor: 3.7; CCHF vOTU inh: 5.1; Y pestis TopoI: -1.5

What do the screens show for `Cc1ccc(C(=O)N2CCCC(C(=O)c3cc(F)ccc3F)C2)s1` (stereo not given)?
Rv3671c inh: 1.6; VHR inh abs: 4.3; TcdB inh: 1.2; BH1578 lux ind: -2.1; PriA SSB inh: -6.0; MazEF act: 5.0; PrPC surface inh: 3.4; 3CLpro inhibitor: -0.5; CCHF vOTU inh: 12.3; Y pestis TopoI: 11.6

Results for CC(C)(C)NC(=O)C1N(c2cccnc2)C(=O)C2C(C(=O)Nc3ccccc3F)C3(C)C=CC21O3 (stereo not given) ?
Rv3671c inh: -3.4; VHR inh abs: 13.8; BH1578 lux ind: inactive; PriA SSB inh: -16.6; MazEF act: 7.4; PrPC surface inh: 0.2; 3CLpro inhibitor: -2.4; CCHF vOTU inh: -3.5; Y pestis TopoI: 4.1
